# Compound activity from PubChem BioAssay.
# TRPC4 potent = positive allosteric modulators of TRPC4, primary screen, cell-based, mouse TRPC4beta, HEK293 mu-opioid, Fluo-4 calcium. Short transient receptor potential channel 4 (Mus musculus), Q9QUQ5. DAMGO EC20, Fluo-4 Ca2+ flux; hits give high values. B-score at 10 µM. 0.42% of 310,000 active. AID 2227, 2009;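 active = B-score of calcium response area above 5 SD of library B-scores, with initial fluorescence ratio within 5 SD of library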;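 also: B-score of integrated fluorescence ratio over time as area under calcium response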
# TRPC6 inhibitor = mouse TRPC6 channel inhibitors, primary screen, cell-based, HEK293, membrane potential dye. Short transient receptor potential channel 6 (Mus musculus), Q61143. ACh-evoked depolarization; hits give low values. B-score at 10 µM. 1.1% of 310,000 active. AID 2553, 2010;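 active = B-score under library mean minus 3 SD, initial fluorescence not abnormally high, positive integrated signal ratio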;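 also: B-score derived from integrated fluorescence ratio over the kinetic read; more negative B-score means stronger inhibition of depolarization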
# Target sequence (Q61143 whole entry, looked up): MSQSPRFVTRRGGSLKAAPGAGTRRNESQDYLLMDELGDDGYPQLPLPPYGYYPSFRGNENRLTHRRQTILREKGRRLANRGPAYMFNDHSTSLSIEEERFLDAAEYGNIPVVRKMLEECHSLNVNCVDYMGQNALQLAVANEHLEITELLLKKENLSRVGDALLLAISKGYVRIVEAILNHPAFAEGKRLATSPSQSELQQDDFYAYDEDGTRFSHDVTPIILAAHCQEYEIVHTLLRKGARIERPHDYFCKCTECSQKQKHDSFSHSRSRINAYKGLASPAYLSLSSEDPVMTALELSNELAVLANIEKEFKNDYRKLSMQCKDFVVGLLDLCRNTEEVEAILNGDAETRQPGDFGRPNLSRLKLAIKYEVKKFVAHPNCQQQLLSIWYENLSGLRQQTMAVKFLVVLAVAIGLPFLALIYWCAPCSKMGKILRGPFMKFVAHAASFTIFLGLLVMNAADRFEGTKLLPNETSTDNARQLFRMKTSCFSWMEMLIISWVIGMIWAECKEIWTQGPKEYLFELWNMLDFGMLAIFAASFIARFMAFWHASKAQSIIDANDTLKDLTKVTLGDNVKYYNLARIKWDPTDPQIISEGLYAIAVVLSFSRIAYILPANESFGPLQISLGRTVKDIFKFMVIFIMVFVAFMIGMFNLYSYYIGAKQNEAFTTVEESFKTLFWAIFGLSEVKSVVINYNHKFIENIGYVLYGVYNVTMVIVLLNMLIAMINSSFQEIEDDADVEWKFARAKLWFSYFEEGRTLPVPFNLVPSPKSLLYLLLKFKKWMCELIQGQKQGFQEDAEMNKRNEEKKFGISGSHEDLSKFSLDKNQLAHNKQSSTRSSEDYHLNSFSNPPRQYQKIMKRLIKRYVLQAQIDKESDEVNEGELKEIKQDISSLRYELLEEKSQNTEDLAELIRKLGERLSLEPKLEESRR
# MrgX1 allo act = positive allosteric modulators of MrgX1, primary screen, HEK293 cells, Fluo-4 calcium flux. Mas-related G-protein coupled receptor member X1 (Homo sapiens), Q96LB2. FDSS; hits give high values. B-score at 10 µM. 0.63% of 310,000 active;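 active = plate-corrected calcium response at least 3 library SD above typical, normal starting fluorescence, not activating the receptor alone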;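 also: compound read alongside a low EC10 to EC30 dose of BAM8-22 agonist; peak minus trough fluorescence over baseline measured at the second addition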
# HIF act = HIF pathway transcriptional activators, primary screen, cell-based, U2OS HRE-luciferase, luminescence; U2OS HRE-luciferase reporter; normalized: DMSO 0%, desferrioxamine 100%; activation, % at 7.5 µM (by protocol); 0.32% of 300,000 active;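 active = mean activation of at least 10% of the iron chelator positive control signal, with at least half of replicates also reaching 10%; inconclusive = mean and replicate majority disagree about reaching 10%; inactive = mean and most replicates under 10%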
# MrgX1 ag = agonists of human MrgX1 receptor, primary screen, HEK293 cells, Fluo-4 calcium flux | Fluo-4 calcium fluorescence, agonist mode; hits give high values | AID 588627, 2011 | B-score at 10 µM | 0.44% of 310,000 active;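 active = calcium response B-score plate-corrected fluorescence ratio at least 3 library SD, with starting fluorescence B-score inside 5 SD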
#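 times = overnight plating, then 30 min 37 °C plus 30 min room-temperature dye loading | assay system = stable human MrgX1 HEK293 cell line | input = fifteen thousand cells per well | signal = kinetic calcium dye fluorescence, Fluo-4 NW | dosing = compound delivered in addition one of three | read-out = B-scored fluorescence response ratio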
# AI-2 QS mod = Vibrio harveyi AI-2 quorum sensing modulators, primary screen, JMH597 strain, luminescence/OD600 ratio; activity change, % at 7.5 µM; 0.4% of 300,000 active; Vibrio harveyi JMH597 AI-2 luminescence/OD600 ratio, 9 h; hits give low values; strain lacks LuxN and CqsS sensors; 0 = neutral-control median; in the data active = activity change below about -75%, passing the limit was not always enough; inconclusive = no clear call, values can overlap the other calls;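 also: luminescence divided by OD600 gain over 9 h not by final OD600 alone; inactives centre near 13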
# PolyA inh = polyadenylation inhibitors in yeast reporter cells, primary screen, luminescence, S. cerevisiae; S. cerevisiae SKY197-pL101 polyadenylation reporter, beta-gal luminescence; efflux-impaired pdr1/pdr3 knockout yeast; score 100 = 6 SD above DMSO; calls only at 12 µM; 0.02% of 300,000 active; AID 1875, 2009;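 active = lowest replicate activity score at least 50, where 100 means six control SD above control mean; inconclusive = lowest score under 50 but half or more replicates reach 50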;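 also: yeast exposed to compound for 9 h at 30 °C; higher score means more reporter readthrough which indicates perturbed polyadenylation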
# MrgX1 antag = antagonists of human MrgX1 receptor, primary screen, HEK293 cells, Fluo-4 calcium flux; Mas-related G-protein coupled receptor member X1 (Homo sapiens), Q96LB2; BAM8-22 antagonism; hits give low values; B-score at 10 µM; 1.3% of 310,000 active; AID 588676, 2011;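 active = calcium-response B-score plate-corrected more than 3 library SD below zero, starting fluorescence within 5 deviations, no agonist response on first addition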;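 also: peak minus trough fluorescence over baseline after final BAM8-22 challenge near maximal dose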
# TRPC4 block = inhibitors of mouse TRPC4 channel, primary screen, Fluo4 calcium, HEK293 TRPC4beta/mu-opioid cells; Short transient receptor potential channel 4 (Mus musculus), Q9QUQ5; B-score at 10 µM; AID 2247, 2010; 0.39% of 300,000 active; DAMGO-evoked Fluo4 calcium flux; hits give low values;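 active = B-score over 3 SD under the library average, no early fluorescence shift, positive overall ratio signal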
#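 material = TRPC4beta/mu-opioid receptor HEK293 cell line | probe or stimulus = sequential submaximal and maximal DAMGO stimulation | compound dosing = one concentration per compound | measured by = Fluo4 Ca2+ flux fluorescence | evaluation = integrated fluorescence ratio relative to baseline, converted to per-well B score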
# TRPC4 act = activators of mouse TRPC4 channel, primary screen, Fluo4 calcium, HEK293 TRPC4beta/mu-opioid cells; Short transient receptor potential channel 4 (Mus musculus), Q9QUQ5; Fluo4 calcium fluorescence; hits give high values; B-score at 10 µM; 0.49% of 310,000 active; AID 2237, 2010;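 active = B-score above 5 SD of library B-scores, and initial fluorescence ratio not above library mean plus 5 SD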;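 also: positive B-score marks a calcium rise read as TRPC4 activation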
#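 Incubation: 45 min room-temperature Fluo4 loading, 110 s read / System: HEK293 cells stably co-expressing mouse TRPC4beta and mu-opioid receptor / Signal: Fluo4 fluorescence, kinetic / Control set: buffer (low) and maximal DAMGO (high) / Measure: integrated baseline-normalised fluorescence ratio, converted to per-well B score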
# TRPC6 act = mouse TRPC6 channel activators, primary screen, cell-based, HEK293, membrane potential dye; 0.13% of 310,000 active; AID 2550, 2010; HEK293-TRPC6 membrane potential dye fluorescence; hits give high values; B-score at 10 µM; Short transient receptor potential channel 6 (Mus musculus), Q61143;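 active = B-score of the integrated fluorescence ratio above library mean plus 3 SD, and starting fluorescence ratio within library mean plus 5 SD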;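 also: higher score means more depolarization so channel activation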
# Starred values were filed as active, the others as inactive; i = inactive; ? = inconclusive; . = not tested or not shown. An excerpt; the hit share may differ from the screen's.
SMILES,TRPC4 potent,TRPC6 inhibitor,MrgX1 allo act,HIF act,MrgX1 ag,AI-2 QS mod,PolyA inh,MrgX1 antag,TRPC4 block,TRPC4 act,TRPC6 act
Cc1ccc(S(=O)(=O)N(C)c2ccc(C(=O)N3CCCCC3)cc2)cc1,i,i,i,-0.3,i,23,i,i,i,i,i
CCN=C1SC(CC(=O)NCc2ccccc2)C(=O)N1CC (stereo not given),i,i,i,0.0,i,21,i,i,i,i,i
Cc1ccc([N+](=O)[O-])cc1NC(=O)C(C)NS(=O)(=O)c1ccc(F)cc1 (stereo not given),i,i,i,0.1,i,-14,i,i,i,i,i
Cc1csc2c(N3CCN(C(=O)Nc4ccc(Cl)c(Cl)c4)CC3)ncnc12,i,i,i,-3.0,i,9,i,i,i,91*,i
COc1ccccc1NC(=O)CS(=O)(=O)c1cccc2nsnc12,i,i,i,0.0,i,25,i,i,i,i,i
O=C(NCC1COc2ccccc2O1)C1CCN(S(=O)(=O)c2cccc3nsnc23)CC1 (stereo not given),i,i,i,-23,i,38,i,i,i,i,i
COC(C(=O)NC1CC1)c1ccccc1 (stereo not given),i,i,i,-0.3,i,27,i,i,i,i,i
COC1CCCCC1Nc1cc(C)ccc1C (stereo not given),i,i,i,-31,i,22,i,i,i,i,i
CC(NC(=O)C1(C)CC1(Br)Br)C(C)(C)C (stereo not given),i,i,i,0.8,i,6,i,i,i,i,i
O=C(CSc1ncnc2nc[nH]c12)N1CCN(c2ccccc2)CC1,i,i,i,-0.6,i,38,i,i,i,i,i
O=C(Nc1ccc(-n2ccc(C(F)(F)F)n2)cc1)c1cccs1,i,i,i,3.7,i,-6,i,i,i,i,i
COc1ccc(-c2cc(C(=O)OCC(=O)Nc3cc(C)on3)c3ccccc3n2)cc1OC,i,i,i,0.2,i,-1,i,i,i,i,i
O=C(NNC(=O)C1CC=CCC1)c1ccccc1Cl (stereo not given),i,i,i,1.1,i,13,i,i,i,i,i
CCCc1nnc(NC(=O)c2nc(S(=O)(=O)Cc3cccc(C)c3)ncc2Cl)s1,i,i,i,-0.4,i,13,i,i,i,i,i
CC(=O)c1c(C)[nH]c(C(=O)Nc2nc(-c3ccc(-c4ccccc4)cc3)cs2)c1C,i,i,i,1.1,i,12,i,-12*,i,i,i
CC(C)(C)NC(=O)Cn1nnc(-c2ccc(Cl)cc2)n1,i,i,i,-0.1,i,-40,i,i,i,i,i
CCN(CCCNC(=O)CCNC(=O)Cn1cnc2ccccc2c1=O)c1ccccc1,i,i,i,-0.2,i,-2,i,i,i,i,i
Cc1ccc(CNC(=O)CCS(=O)(=O)c2cccc3nonc23)cc1,i,i,i,0.0,i,15,i,i,i,i,i
COc1ccc(/C=N\NC(=O)c2ccccc2)cc1COc1ccc(F)cc1,i,i,i,0.8,i,11,i,i,i,i,i
Cc1ccc(C2C(C(=O)c3cccs3)=C(O)C(=O)N2c2cccc(C)n2)cc1 (stereo not given),i,i,i,3.0,i,18,i,i,i,i,i
COc1cccc2[nH]c3c(Cl)ncnc3c12,i,i,i,0.4,i,2,i,i,i,i,i
NC(=O)Cc1ncc(C(F)(F)F)cc1Cl,i,i,i,-0.5,i,14,i,i,i,i,i
CC(C)(C)C(=O)Nc1ccc(S(=O)(=O)Nc2ccccn2)cc1,i,i,i,0.4,i,23,i,i,i,i,i
Cc1ccc(CSCCNC(=O)c2ccc(Cl)c(S(=O)(=O)N3CCOCC3)c2)cc1,i,i,i,-0.8,i,5,i,i,i,i,i
Cc1cc(NC(=O)CCC(=O)N(CC(=O)NCC2CCCO2)c2ccc(C)c(C)c2)no1 (stereo not given),i,i,i,-0.1,i,11,i,i,i,i,i
O=C(Nc1ccccc1N1CCCC1)c1ccccc1Cl,i,i,i,-0.3,i,15,i,i,i,i,i
Cc1ccc(C)c(NC(=O)C(=O)NCC2CCCN2S(=O)(=O)c2cccs2)c1 (stereo not given),i,i,i,-0.1,i,4,i,i,i,i,i
O=C(CC1SC(N2CCCCC2)=NC1=O)Nc1cccc(C(=O)O)c1 (stereo not given),i,i,i,-64,i,5,i,i,i,i,i
O=[N+]([O-])c1ccc2nc(NS(=O)(=O)c3ccc(Cl)cc3)sc2c1,i,i,11*,-0.3,i,10,i,i,i,i,i
COc1ccc(C2/C=C\CN(S(=O)(=O)/C=C/c3ccccc3)[C@H](Cc3ccccc3)C(=O)N2Cc2ccc(F)cc2)cc1 (stereo not given in full),i,i,i,-17,i,25,.,i,i,i,i
COc1ccc(NC(=S)NC(=O)c2cc3ccccc3o2)c(OC)c1,i,i,i,0.2,i,13,i,i,i,i,i
COc1ccc(S(=O)(=O)N(C)C)cc1NS(=O)(=O)c1ccc(F)c(F)c1F,i,i,i,-0.3,i,12,i,i,i,i,i
CCC1(CC)NC(=O)N(CC(=O)Nc2ccc(S(=O)(=O)N3CCOCC3)cc2)C1=O,i,i,i,0.6,i,-2,i,i,i,i,i
Cc1ccc(NC(=O)C[n+]2cc(-c3ccc(C)cc3)n3c2CCC3)cc1,i,i,i,.,i,20,i,i,i,i,i
NC(=O)c1c(NC(=O)COC(=O)c2ccc(S(=O)(=O)Nc3ccccc3)cc2)sc2c1CCCC2,i,i,i,-0.4,i,20,i,i,i,i,i
Cc1ccc(N2NC3(CCN(C(N)=O)CC3)NC2=O)cc1,i,i,i,-0.2,i,31,i,i,i,i,i
O=C(CCCN1C(=O)c2ccccc2C1=O)N1CCCCC1,i,i,i,0.5,i,28,i,i,i,i,i
CCCc1[nH]nc2c1C(c1cc(OC)cc(OC)c1)C(C#N)=C(N)O2 (stereo not given),i,i,i,0.6,i,0,.,i,i,i,i
COc1cc(C(=O)Nc2ccc([N+](=O)[O-])cn2)cc(OC)c1OC,i,i,i,0.1,i,13,i,i,i,i,i
O=C(c1ccc(C(F)(F)F)cc1)C1CCCN(C(=O)Cn2cncn2)C1 (stereo not given),i,i,i,0.1,i,8,i,i,i,i,i
O=C(Cc1ccccc1[N+](=O)[O-])Nc1ccc(S(=O)(=O)N2CCCC2)cc1,i,i,i,-0.3,i,?,i,i,i,i,i
Cc1c(=O)n(OCc2ccccn2)c2ccccc2[n+]1[O-],i,i,i,0.4,i,26,i,i,i,i,i
CCCNC(=O)COC(=O)c1ccccc1OCC(=O)Nc1ccc(Br)cc1,i,i,i,0.0,i,18,i,i,i,i,i
COc1ccc(C(C(=O)NCC2CCCO2)N(C(=O)Cn2nnc3ccccc32)c2ccc(NC(C)=O)cc2)c(OC)c1 (stereo not given),i,i,i,-0.6,i,18,i,i,i,i,i
CC(C)CCN1CCN(CC#Cc2ccccc2)CC1CCO (stereo not given),i,i,i,0.0,i,4,i,i,i,i,i
Cc1cccc(CNc2ncc(-c3cccc([N+](=O)[O-])c3)n2C)c1,i,-5.9*,i,-0.1,i,-1,i,i,i,i,i
CCCc1nc2sc3ccccc3c(=O)c2c(=O)n1CCOC,i,i,i,-0.1,i,14,i,i,.,i,i
COc1ccc(-c2cc3nc(C)cc(N)n3n2)cc1,i,-5*,i,-2.9,i,14,i,i,i,i,i
Cc1cc(OCCOc2cccc3cccnc23)cc(C)c1Cl,i,i,i,-0.2,i,19,i,i,i,i,i
CCCCN(C(=O)C1CCC1)c1c(N)n(CCC)c(=O)[nH]c1=O,i,i,i,1.7,i,-6,i,i,i,i,i
COc1cccc(-c2ccc(NC(=O)C3CCCN(Cc4ccc(CO)o4)C3)cc2)c1 (stereo not given),i,i,i,0.1,i,56,i,i,i,i,i
O=C(CN(C(=O)CCC(=O)Nc1nccs1)c1cccc(F)c1)NCc1ccccc1,i,i,i,0.0,i,35,i,i,i,i,i
Cc1nonc1NC(=O)CSc1nnc(-c2ccoc2C)n1-c1cccc(Cl)c1,i,i,i,-0.2,i,2,i,i,i,i,i
COc1ccc2[nH]c(C(=O)N3CCC(CO)(Cc4cccc(C(F)(F)F)c4)CC3)c(C)c2c1,i,i,i,0.3,i,19,i,i,i,i,i
CN(C)C(=O)c1cc(C(=O)c2ccc(C(F)(F)F)cc2)c[nH]1,i,i,i,3.7,i,0,i,i,i,i,i
CCOC(=O)COn1c(=O)c(=O)n(OC)c2ccccc21,i,i,i,0.2,i,34,i,i,i,i,i
CCc1cc2c(-c3ccccc3)cc(=O)oc2c(CN2CCOCC2)c1O,i,-5.1*,i,0.0,43*,4,i,i,i,i,i
O=C(CSCc1ccco1)Nc1cc(C(F)(F)F)ccc1N1CCOCC1,i,i,i,0.1,i,13,i,i,i,i,i
C=CCN1C(c2ccccc2)=CS/C1=C(\C#N)c1nnc2n1CCCCC2,i,i,i,0.2,i,0,i,i,i,i,i
CCCN(CCC)C(=O)CSc1nc2n[nH]c(C)c2c(=N)n1-c1ccc(OCC)cc1,i,i,i,.,i,16,i,i,i,i,i
